Source: PubChem BioAssay (several laboratories)
Autophagy mod = autophagy modulation, high-content screen. MEF GFP-LC3 puncta imaging; test concentration mostly 10 µM. calls only at 10 µM (by protocol). 190,000 compounds, 0.98% hits;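 active = percentage of spot-positive cells more than 3 SD above its plate mean, without a fluorescence outlier flag or 80% toxicity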;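 note: spot-positive cell cutoff set from DMSO-treated cells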
WT yeast gro inh = growth inhibition of WT yeast, mitochondrial fusion screen | 190,000 compounds, 2.1% hits | AID 1362 | mitochondrial fusion phenotypic screen, WT strain | inhibition, % at 10 µM; in the data active = inhibition above about 58%; tested in S. cerevisiae
P. falciparum M17LAP = P. falciparum M17LAP inhibitors, primary screen, biochemical, fluorogenic H-Leu-NHMec substrate, 1536-well (AID 1619). recombinant M17LAP, H-Leu-NHMec fluorogenic kinetic assay; higher % means a stronger effect. one-dose inhibition, % at 30 µM; IC50 in µM for titrated hits. 220,000 compounds, 0.38% hits;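 active = compound inhibiting the enzyme by more than half at any dose during confirmatory dose-response retesting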;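 note: plate controls were full reaction with DMSO carrier for no effect and no enzyme background for full effect; strong numbers were not always called active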
T cell HTS = modulates CD8 T cell binding to vesicles | 2C CD8+ T cell-vesicle binding, flow cytometry; active compounds read low | AID 2052 | calls only at 7 µM | 330,000 compounds, 0.068% hits;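 active = response, share of CD8 T cells binding vesicles, and their 90th percentile fluorescence all below set limits, cut at about 80% in these data, passing the limit was not always enough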
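System: murine 2C transgenic CD8+ T lymphocytes; also added: QL9-loaded Drosophila micro-vesicles; times: binding 1.5 h at 37 °C; measured by: flow cytometry, PE anti-B7-1 (FL2) versus Alexa647 anti-CD8 (FL8), PFA-fixed; control set: Peptide-free naked vesicles (low) and QL9 vesicles with 0.7% DMSO vehicle (high)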
Dynein cargo inh = dynein cargo transport inhibition | 3617.4 mouse cells, GR-EGFP nuclear translocation imaging; test concentration mostly 20 µM; stimulated with dexamethasone, 1 µM; active compounds read low | z-score, hits read low | 220,000 compounds, 0.47% hits | AID 1381;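 active = plate z-score of nuclear minus cytoplasmic receptor signal below a set negative limit, without overly bright fluorescence or cell loss, cut at about -3.5 in these data, passing the limit was not always enough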;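 note: z-score of nuclear minus cytoplasmic ring GR-EGFP intensity difference per well; some compounds called inactive have numbers as strong as hits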
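Medium: Induction medium lacking tetracycline, stripped serum | Probe or stimulus: 1.0 µM final dexamethasone stimulus | Schedule: 48 h induction, then 1 h compound, then 30 min agonist, 37 °C | Signal: Automated 10x imaging of fixed Hoechst-stained cells | Evaluation: Per-cell GR-EGFP intensity, nucleus versus surrounding cytoplasmic ring, well-averaged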
P. falciparum M1AAP = malaria alanyl aminopeptidase activity blockers – biochemical, fluorogenic H-Leu-NHMec substrate, 1536-well (AID 1445); 220,000 compounds, 0.42% hits; one-dose inhibition, % at 30 µM; IC50 in µM for titrated hits; recombinant M1AAP, H-Leu-NHMec fluorogenic kinetic assay; higher % means a stronger effect;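 active = primary inhibition above the hit cutoff, then over 50% inhibition at one or more dose response concentrations, cut at about 23% in these data, passing the limit was not always enough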;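 note: plate controls were DMSO full reaction for no effect and no enzyme background for full effect; strong numbers were not always called active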
MT stabilizer = microtubule stabilizers in HeLa cells | % tubulin-high responders, % at 10 µM | AID 2205 | HeLa tubulin immunostaining HCS, 24 h; share of cells brighter than vehicle mean+2SD | 200,000 compounds, 0.83% hits;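 active = plate Z-score above 3 for both tubulin-high and condensed-nucleus cell shares, with cell loss under 80%, at 10 µM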;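 note: anti alpha tubulin signal scored within the nucleus-defined area of each cell; some results filed as inactive read as strong as hits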
b-catenin transl = beta-catenin nuclear translocation modulation; 190,000 compounds, 0.3% hits; nuclear translocation activity, % at 5 µM; HeLa beta-catenin nuclear translocation, immunofluorescence imaging;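 active = nuclear translocation activity above 50% at 5 µM, with a well cell count of 50 or more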;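 note: per-cell ratio of nuclear to cytoplasmic median beta-catenin stain intensity; plate controls were DMSO negative control for no effect and GSK-3 inhibitor IX positive control for full effect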
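System: HeLa cells, endogenous beta-catenin; compound dosing: 5 µM primary single dose, 0.1% DMSO, 0.02–20 µM confirmation series; incubation: 24 h compound exposure at 37°C, 5% CO2; signal: beta-catenin immunofluorescence imaging with DAPI; evaluation: % activation, nuclear-to-cytoplasmic median beta-catenin signal ratio per cell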
Yfh1-depleted yeast = enhancers of respiration in Yfh1-depleted yeast, dose response, Friedreich's ataxia, plus single-dose screen (AID 1465); 220,000 compounds, 0.074% hits; fold induction at 50 µM, or EC50 in µM where a hit was titrated; S. cerevisiae Yfh1-off respiration, WST-1 reduction, 72 h; higher fold induction means a stronger effect;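 active = fold induction of absorbance versus untreated yeast above a set limit, then at least 30% activation at any dose in follow-up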;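 note: activators that raise dye reduction in frataxin-depleted yeast; strong numbers were not always called active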
WT yeast gro inh mutant strain = also measured in WT yeast gro inh; calls as there; inhibition, %; mitochondrial fusion phenotypic screen, mutant strain inhibition
Dynein cargo inh cytoplasmic EGFP = second read-out of Dynein cargo inh, no call of its own (marks repeat the call); z-score; measured here: cytoplasmic GR-EGFP intensity; active compounds read high
Dynein cargo inh nuclear GR-EGFP = also measured in Dynein cargo inh; calls as there; z-score; measured here: nuclear GR-EGFP intensity;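 lower value marks the stronger effect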
Dynein cargo inh cell count = recorded beside Dynein cargo inh, whose call it bears; z-score; measured here: cell count per field
b-catenin transl cell count 5 µM = recorded beside b-catenin transl, whose call it bears; cell count; measured here: cell count, cytotoxicity flag
T cell HTS vesicle-bound % = further read-out of T cell HTS, marked with its call; double positive events, %; measured here: CD8+ vesicle-bound cell fraction;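 binding gate set so that unloaded-vesicle control wells show 10% double positive cells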
MT stabilizer Hoechst-high % = also measured in MT stabilizer; calls as there; % Hoechst-high responders; measured here: nuclear condensation Hoechst responders;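 share of cells brighter than vehicle mean plus two SD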
MT stabilizer cytotoxicity % = also measured in MT stabilizer; calls as there; toxicity, %; measured here: cytotoxicity by cell density;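 0% = mean cell density of plate MIN control wells and 100% = no cells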
Autophagy mod cell loss 18 h = second read-out of Autophagy mod, no call of its own (marks repeat the call); toxicity, %; measured here: cell loss, nuclei count;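 cell loss after 18 h compound exposure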
* = called active by the depositor; i = inactive; . = no result given.

SMILES	Autophagy mod	Autophagy mod cell loss 18 h	WT yeast gro inh	WT yeast gro inh mutant strain	P. falciparum M17LAP	T cell HTS	T cell HTS vesicle-bound %	Dynein cargo inh	Dynein cargo inh cytoplasmic EGFP	Dynein cargo inh nuclear GR-EGFP	Dynein cargo inh cell count	P. falciparum M1AAP	MT stabilizer	MT stabilizer Hoechst-high %	MT stabilizer cytotoxicity %	b-catenin transl	b-catenin transl cell count 5 µM	Yfh1-depleted yeast
COC(=O)COc1ccc2c(=O)c(-c3ccccc3OC)coc2c1	i	3.7	-5.6	5.4	-5.5%	i	39.7	-1.07	-0.311	-0.423	1.08	7.2%	4.3	2.4	8.4	.	.	i
CCOc1ccc(/C(O)=C2\C(=O)C(=O)N(c3ccc(OC)cc3)C2c2ccccc2[N+](=O)[O-])cc1 (stereo unspecified)	.	.	.	.	3.3%	i	26.9	0.471	-0.207	0.104	-0.338	6.2%	.	.	.	-0.5	1261	i
Cc1cc(C)cc(Oc2ccc(C(F)(F)F)cc2C#N)c1	i	5.2	17.1	-13.2	-3.2%	i	22.1	-0.721	-0.19	-0.538	0.981	-2.2%	1.7	1.8	7.0	.	.	i
COc1ccc(Nc2ncnc3c2cnn3-c2ccccc2)cc1OC	.	.	18.1	12.0	-3.1%	i	37.7	0.353	-0.216	0.525	-0.206	9.4%	4.0	2.8	6.5	-0.4	1005	i
CC(=O)NCc1nc2ccccc2n1Cc1ccccc1C	i	-6.6	1.6	0.7	-2.0%	i	40.1	-0.636	-0.32	-0.233	1.04	-4.0%	1.9	3.4	12.7	1.0	1022	i
CC(C)COC(=O)NC1c2ccccc2Oc2ccccc21	.	.	.	.	2.2%	i	29.8	-0.517	-0.329	-0.256	1.03	-0.1%	.	.	.	0.3	1324	i
C=CCNC(=O)Nc1ccc2oc(C)nc2c1	i	4.9	17.6	7.8	4.9%	i	11.1	-0.673	-0.198	0.299	0.0836	1.1%	2.4	2.3	8.9	0.6	1168	i
CCCCCNC(=O)C(=O)C1C(=O)Nc2ccccc21 (stereo unspecified)	.	.	.	.	4.5%	i	35.6	-1.1	-0.261	0.102	-0.113	8.4%	.	.	.	0.3	1305	i
Cc1ccc(C2NC(=O)c3sc(=S)n(-c4ccccc4)c3N2)cc1 (stereo unspecified)	i	0.3	-4.7	8.6	29.5%	i	50.8	1.34	0.258	0.953	-0.268	1.5%	1.2	1.3	6.2	-0.5	1552	i
O=C(NC1(C(F)(F)F)NC(=O)N(Cc2ccccc2)C1=O)c1cccs1 (stereo unspecified)	i	-31.2	.	.	.	i	29.5	0.683	-0.199	1.21	-0.536	.	2.6	1.6	6.7	.	.	i
N#C/C(=C(/O)CCl)c1nnc2n1CCCCC2	i	-2.6	8.6	3.8	1.7%	i	22.5	0.826	-0.34	0.557	0.446	-1.0%	2.1	3.0	1.8	-0.3	1096	i
COc1cc2c(C(=O)NCCCOC(C)C)cn(CC(C)C)c(=O)c2cc1OC	i	-8.8	-21.7	-6.7	2.1%	i	54.3	-0.966	-0.124	-0.332	0.601	9.2%	5.0	3.7	8.0	-1.3	1420	i

In the list so far, these contain nitrogen in an aromatic ring.
SMILES	Autophagy mod	Autophagy mod cell loss 18 h	WT yeast gro inh	WT yeast gro inh mutant strain	P. falciparum M17LAP	T cell HTS	T cell HTS vesicle-bound %	Dynein cargo inh	Dynein cargo inh cytoplasmic EGFP	Dynein cargo inh nuclear GR-EGFP	Dynein cargo inh cell count	P. falciparum M1AAP	MT stabilizer	MT stabilizer Hoechst-high %	MT stabilizer cytotoxicity %	b-catenin transl	b-catenin transl cell count 5 µM	Yfh1-depleted yeast
COc1ccc(Nc2ncnc3c2cnn3-c2ccccc2)cc1OC	.	.	18.1	12.0	-3.1%	i	37.7	0.353	-0.216	0.525	-0.206	9.4%	4.0	2.8	6.5	-0.4	1005	i
CC(=O)NCc1nc2ccccc2n1Cc1ccccc1C	i	-6.6	1.6	0.7	-2.0%	i	40.1	-0.636	-0.32	-0.233	1.04	-4.0%	1.9	3.4	12.7	1.0	1022	i
C=CCNC(=O)Nc1ccc2oc(C)nc2c1	i	4.9	17.6	7.8	4.9%	i	11.1	-0.673	-0.198	0.299	0.0836	1.1%	2.4	2.3	8.9	0.6	1168	i
Cc1ccc(C2NC(=O)c3sc(=S)n(-c4ccccc4)c3N2)cc1 (stereo unspecified)	i	0.3	-4.7	8.6	29.5%	i	50.8	1.34	0.258	0.953	-0.268	1.5%	1.2	1.3	6.2	-0.5	1552	i
N#C/C(=C(/O)CCl)c1nnc2n1CCCCC2	i	-2.6	8.6	3.8	1.7%	i	22.5	0.826	-0.34	0.557	0.446	-1.0%	2.1	3.0	1.8	-0.3	1096	i
COc1cc2c(C(=O)NCCCOC(C)C)cn(CC(C)C)c(=O)c2cc1OC	i	-8.8	-21.7	-6.7	2.1%	i	54.3	-0.966	-0.124	-0.332	0.601	9.2%	5.0	3.7	8.0	-1.3	1420	i
